High-throughput results (PubChem)
SV40 large T antigen: SV40 large T antigen inhibitors, biochemical (AID 1903); SV40 large T antigen ATPase/helicase inhibition assay; higher % means a stronger effect; inhibition, % at 20 µM; hits with a dose series show IC50 in µM; 310,000 tested, 0.39% active; in the data active = a potency from the dose series; inconclusive = inhibition mostly from about 32% at the one dose, without a potency; inactive = the rest, 99 in 100 with inhibition below about 32%; also: strong numbers were not always called active
West Nile antiviral: inhibition of WNV-induced cytopathic effect – cell-based, CPE readout (AID 1621); West Nile virus-infected cells, CPE inhibition; higher % means a stronger effect; one-dose CPE inhibition, % at 10 µM; IC50 in µM for titrated hits; 290,000 tested, 0.02% active; in the data active = a potency from the dose series; inconclusive = CPE inhibition mostly from about 3.7% at the one dose, without a potency; inactive = the rest, 99 in 100 with CPE inhibition below about 2.2%; also: strong numbers were not always called active
T cell HTS: T cell immune modulators affecting CD8 T cell-vesicle binding; 2C CD8+ T cell-vesicle binding, flow cytometry; hits give low values; 330,000 tested, 0.068% active; calls only at 7 µM;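 active = response, share of CD8 T cells binding vesicles, and their 90th percentile fluorescence all below set limits, cut at about 80% in these data, passing the limit was not always enough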
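Material: murine 2C transgenic CD8+ T lymphocytes / Also added: QL9-peptide-loaded Drosophila micro-vesicles bearing Ld, ICAM-1 and B7-1 / Schedule: binding step 1.5 h, 37 °C, antibody labelling 20 min, ice / Signal: flow cytometry, PE anti-B7-1 (FL2) versus Alexa647 anti-CD8 (FL8), PFA-fixed / Evaluation: percent CD8+ FL2 mean versus row control / Benchmarks: naked versus QL9-loaded vesicles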
MgcRacGAP inhibition: MgcRacGAP GTPase-activating activity inhibitors, confirmation, biochemical, ADP Hunter fluorescence. MgcRacGAP-stimulated Rac1 GTP hydrolysis, ADP Hunter fluorescence; higher % means a stronger effect; GST-tagged Rac1 F28L mutant substrate. inhibition, % at 30 µM, or IC50 in µM where a hit was titrated. 340,000 tested, 0.6% active. AID 624330;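 active = first-screen hits whose inhibition reached a set limit at any dose in the follow-up dose series; inconclusive = inhibition above the set first-screen limit but never retested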;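 also: fluorescence reports GDP produced by GAP-driven GTP hydrolysis; strong numbers were not always called active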
bCat nuc transl: alters nuclear translocation of beta-catenin in HeLa cells. immunofluorescence imaging. nuclear translocation activity, % at 5 µM. 190,000 tested, 0.3% active;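 active = nuclear translocation activity above 50% at 5 µM, with a well cell count of 50 or more; inconclusive = wells under 50 cells across six images, flagged as toxic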;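 also: per-cell ratio of nuclear to cytoplasmic median beta-catenin stain intensity; plate controls were DMSO negative control for no effect and GSK-3 inhibitor IX positive control for full effect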
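System: HeLa cells, endogenous beta-catenin; compound dosing: 5 µM primary single dose, 0.1% DMSO, 0.02–20 µM confirmation series; incubation: 24 h compound exposure at 37°C, 5% CO2; signal: beta-catenin immunofluorescence imaging with DAPI; evaluation: % activation, nuclear-to-cytoplasmic median beta-catenin signal ratio per cell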
PhoP inhibition: PhoP-dependent GFP reporter repression – Salmonella Typhimurium, primary screen (AID 1863) | S. Typhimurium PhoP-regulated promoter GFP reporter, 4 h; higher % means a stronger effect | inhibition, % at 50 µM; hits with a dose series show IC50 in µM | 300,000 tested, 0.16% active;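 active = inhibition over 29.93%, a cutoff 3 SD above the screen mean, later confirmed by dose response; inconclusive = inhibition over 29.93% but no dose response follow-up; inactive = inhibition at most 29.93% or unconfirmed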;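 also: 0% = low Mg2+ inducing control and 100% = high Mg2+ repressing control; strong numbers were not always called active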
Myeloid diff 2: promotes myeloid progenitor differentiation | ER-HoxA9 myeloid progenitors, lysozyme-GFP differentiation, flow cytometry | calls only at 10 µM | 360,000 tested, 1% active;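 active = normalized GFP-positive differentiation at or above the plate's own cutoff, the solvent-only control mean plus 3 SD; inconclusive = no clear call, values can overlap the other calls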;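 also: cells exposed to compound for four days before flow analysis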
RSV antiviral HEp-2: RSV antiviral activity via CPE protection, HEp-2 cells, primary 10 µM value included (AID 2391); HEp-2 cells, RSV-induced CPE inhibition; higher % means a stronger effect; one-dose CPE inhibition, % at 10 µM; IC50 in µM for titrated hits; 310,000 tested, 0.13% active; in the data active = a potency from the dose series; inconclusive = CPE inhibition mostly from about 23% at the one dose, without a potency; inactive = the rest, 99 in 100 with CPE inhibition below about 21%; also: strong numbers were not always called active
WT yeast gro inh: growth inhibition of WT yeast, mitochondrial fusion screen; mitochondrial fusion phenotypic screen, WT strain; inhibition, % at 10 µM; 190,000 tested, 2.1% active; in the data active = inhibition above about 58%; tested in S. cerevisiae
WT yeast gro inh mutant strain: recorded beside WT yeast gro inh, whose call it bears; inhibition, %; mitochondrial fusion phenotypic screen, mutant strain inhibition
bCat nuc transl cell count 5 µM: also measured in bCat nuc transl; calls as there; cell count; measured here: cell count, cytotoxicity flag
T cell HTS vesicle-bound %: recorded beside T cell HTS, whose call it bears; double positive events, %; measured here: CD8+ vesicle-bound cell fraction;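 binding gate set so that unloaded-vesicle control wells show 10% double positive cells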
Myeloid diff 2 GFP+ MAC1+ %: second read-out of Myeloid diff 2, no call of its own (marks repeat the call); GFP+ MAC1+ double positive, %; measured here: differentiation confirmed by MAC1 staining
Starred values were filed as active, the others as inactive; i = inactive; ? = inconclusive; . = not tested or not shown.

SMILES	SV40 large T antigen	West Nile antiviral	T cell HTS	T cell HTS vesicle-bound %	MgcRacGAP inhibition	bCat nuc transl	bCat nuc transl cell count 5 µM	PhoP inhibition	Myeloid diff 2	Myeloid diff 2 GFP+ MAC1+ %	RSV antiviral HEp-2	WT yeast gro inh	WT yeast gro inh mutant strain
C=CCn1c(SCc2csc(C)n2)nc2sc3c(c2c1=O)CCCC3	2.6%	.	i	54.8	1.3%	.	.	-0.4%	i	0.6	?	70.0*	32.7*
O=[N+]([O-])c1ccc2[nH]c3c(c2c1)CCCC3	27.6%	0.6%	i	44.6	11.5%	-0.9	1154	-4.6%	i	0.1	?	9.1	29.7
O=C(c1ccccc1Cl)N1CCN(S(=O)(=O)c2cccs2)CC1	12.9%	-0.8%	i	5.5	5.8%	.	.	-1.7%	i	6.4	1.1%	.	.
C=CCNc1nc(C(=O)OCC(=O)c2ccc(C)c([N+](=O)[O-])c2)cs1	22.1%	-0.6%	i	17.8	7.6%	.	.	-2.4%	i	0.7	3.1%	.	.
COc1cc(NC(=O)COC(=O)Cc2ccsc2)cc(OC)c1	.	.	i	33.2	1.1%	.	.	.	i	0.3	-0.8%	.	.
O=C(Cc1cccs1)N/N=C/C(Cl)=C/c1ccccc1	14.5%	-0.5%	i	47.4	6.5%	0.5	624	-2.9%	i	0.2	2.8%	2.2	6.1
O=C(COC(=O)c1cc([N+](=O)[O-])ccc1N1CCOCC1)NC1CCS(=O)(=O)C1 (stereo unspecified)	26.3%	.	i	59.5	5.8%	.	.	-2.2%	i	0.3	-2.5%	.	.
C=CCn1c(C(C)NC(=O)C(C)(C)C)nc2ccccc21 (stereo unspecified)	4.5%	-0.6%	i	24.3	-6.6%	-2.5	1223	1.2%	i	1.0	0.2%	6.3	-3.2
CC(=O)Nc1ccc(N2C(=O)C3C4C=CC(CC4)C3C2=O)cc1 (stereo unspecified)	6.6%	-0.5%	i	52.7	9.1%	.	.	4.1%	i	1.4	1.0%	.	.
O=c1oc2c(Cl)cc(Cl)cc2cc1-c1nnc(Nc2ccccc2F)s1	16.8%	.	i	21.2	.	0.9	1359	-1.4%	.	.	1.3%	-2.1	4.4
O=C1OC(CO)CN1Cc1ccccc1 (stereo unspecified)	6.4%	-0.1%	i	9.4	6.6%	.	.	-4.3%	i	0.4	2.0%	.	.
COc1cccc(OC)c1OCCCOc1ccc([N+](=O)[O-])cc1Cl	3.2%	0.1%	i	51.5	7.9%	-0.4	936	-4.6%	i	0.5	5.6%	0.1	-27.1
Cc1noc(C)c1S(=O)(=O)Nc1ccc(C(C)C)cc1	9.5%	0.0%	i	31.0	10.8%	.	.	-4.0%	i	0.9	12.7%	.	.
O=c1[nH]c(/C=C/c2ccc(Br)cc2)nc2c1cnn2-c1ccccc1	7.4%	-0.1%	i	17.2	.	-1.6	1037	0.6%	.	.	0.5%	19.5	6.4
COc1ccc(C2SCC(=O)N2Cc2ccccc2)cc1 (stereo unspecified)	4.2%	-0.4%	i	2.4	-0.5%	.	.	4.3%	i	0.6	2.3%	.	.
COc1ccc(NC(=S)Nc2ccccc2SC)c(OC)c1	12.4%	-0.3%	i	21.4	15.8%	-2.6	990	-7.7%	i	0.5	-0.4%	2.5	11.2
Cc1nc([N+](=O)[O-])cn1CCCCN1C(=O)c2ccccc2C1=O	12.1%	-0.1%	i	56.7	12.2%	.	.	3.7%	i	0.8	3.1%	.	.
O=C(NC1CCCCC1)C(c1ccc(F)cc1)N(Cc1ccco1)C(=O)Cn1nnc2ccccc21 (stereo unspecified)	0.4%	-0.4%	.	.	6.8%	0.1	1232	11.8%	i	6.6	-0.8%	12.6	-33.3
CCOc1ccccc1Oc1c(C)oc2c(CN3CCN(C)CC3)c(O)ccc2c1=O	9.3%	0.5%	i	28.3	4.6%	-1.8	940	-9.1%	i	4.7	1.9%	47.1	43.6
Cc1ccc(OCCCc2c(C)n[nH]c2C)cc1	3.3%	-0.8%	i	21.5	8.6%	1.9	548	-1.6%	i	0.6	0.9%	20.2	-1.1
CC1CCCN(c2sc(S(C)(=O)=O)nc2S(=O)(=O)c2ccc(Cl)cc2)C1 (stereo unspecified)	1.3%	1.5%	i	27.0	4.8%	.	.	-1.0%	i	1.5	2.5%	.	.
Cc1ccc(C(=O)Nc2nnc(NC(=S)Nc3ccccc3)s2)cc1	23.5%	0.2%	i	62.6	12.6%	0.8	1101	-8.3%	i	0.2	?	3.3	13.9
N#Cc1c(SCC(N)=O)nsc1SCc1ccccc1Cl	2.3%	0.3%	i	49.8	4.0%	1.6	1242	15.3%	i	1.2	21.6%	-2.7	2.0
Cc1nnc2sc(SCC(=O)Nc3cccc(Cl)c3)nn2c1=O	20.4%	-0.7%	i	38.2	6.0%	-1.9	1070	-11.3%	i	0.2	1.7%	-6.9	5.3
Cc1c(OCC(=O)N2CCC(C(=O)O)CC2)ccc2c1oc(=O)c1ccccc12	1.9%	0.0%	i	44.2	3.7%	.	.	2.3%	i	2.9	2.7%	.	.
Cc1ccn2cc(CCNS(=O)(=O)c3ccc([N+](=O)[O-])cc3)nc2c1	11.2%	-0.5%	i	29.4	14.4%	0.6	1279	.	i	0.2	-0.2%	.	.
Cc1cc(C(=O)OCCO)c(C#N)c(N)n1	17.5%	0.6%	i	14.4	10.2%	.	.	0.8%	i	0.7	-0.3%	-4.0	12.9
O=C1NC2(CCCCCC2)C(=O)N1Cc1ccc([N+](=O)[O-])cc1	6.6%	-0.8%	i	42.1	7.2%	-0.3	1008	5.6%	i	1.0	1.2%	7.4	-3.6
CN(Cc1cccc2ncccc12)C(=O)CC1C(=O)NCCN1Cc1ccc(F)cc1 (stereo unspecified)	7.0%	0.1%	i	44.5	2.9%	-1.2	1131	-8.1%	i	0.1	2.5%	3.7	0.8
COc1ccc(NC(=O)CSc2n[nH]c(-c3ccccn3)n2)cc1	4.2%	0.5%	i	22.4	2.5%	.	.	-2.3%	i	0.5	-0.2%	.	.
CNS(=O)(=O)c1cc2c3c(cccc3c1)C(=O)NC2=O	5.9%	-0.2%	i	28.1	3.7%	-0.5	1114	-7.6%	i	0.5	-0.2%	0.5	0.8
COc1cc(C(=O)N2CCC(n3cnc4cc(F)ccc43)CC2)cc(OC)c1OC	1.0%	-1.1%	i	8.8	4.8%	-3.1	1158	1.0%	i	0.4	1.8%	15.3	1.5
Cc1cccc(C)c1N(CC(=O)Nc1cc(Cl)ccc1Oc1ccccc1)S(C)(=O)=O	0.7%	-0.6%	i	53.1	10.4%	-4.2	1139	-0.1%	i	1.0	10.4%	25.1	16.2
CCOC(=O)c1ccc(NC(=O)CN2CCN(C(=O)C3CCCO3)CC2)cc1 (stereo unspecified)	3.4%	-0.3%	i	9.9	5.4%	.	.	0.3%	i	0.7	0.6%	.	.
CC(C)[C@H](NC(=O)NCc1ccc(Cl)cc1)C(=O)O	8.9%	1.5%	i	11.9	-0.6%	0.2	1017	-8.7%	i	4.1	0.7%	11.1	8.4
CCN(CC)S(=O)(=O)c1cccc(-c2n[nH]c(=S)n2/N=C/c2ccc(OC)cc2)c1	7.8%	-0.1%	i	48.8	8.1%	-0.9	995	-2.3%	i	0.3	1.2%	-4.1	-20.3
Nc1nonc1C(=O)NCCNC(=O)c1ccccc1F	-2.4%	0.3%	i	21.7	5.9%	-0.9	1149	-1.9%	i	1.7	0.2%	-7.0	-0.3
O=C(CCCC(=O)c1ccccc1)NCCc1ccccc1F	7.0%	-0.8%	i	60.3	7.7%	.	.	-0.5%	i	0.1	0.5%	.	.
Cc1ccccc1NC(=O)/C(=C/c1cccs1)NC(=O)c1ccco1	19.9%	-0.1%	i	14.5	-13.7%	-1.6	1109	7.9%	i	0.2	1.7%	-6.2	-4.7
Cc1ccn2c(CNCCCn3cccn3)c(C(=O)N3CCCCCC3)nc2c1	.	-1.2%	i	32.0	8.9%	-2.5	1028	.	i	0.8	-2.3%	1.5	-2.3
Cc1ccc(S(=O)(=O)N(C)CC(=O)N2CCc3ccccc32)cc1	4.3%	-0.4%	i	4.8	3.1%	.	.	-7.5%	i	0.5	0.0%	-0.8	-13.7
Cc1c(Cl)cccc1NC(=O)CNCc1ccccc1F	8.5%	-0.2%	i	23.0	5.2%	-1.7	1045	0.7%	i	1.1	2.1%	2.2	-19.5
C=CCN(C(=O)C1CSC2(C)CCC(=O)N12)c1nc(-c2ccccc2)cs1 (stereo unspecified)	9.3%	.	i	55.5	4.1%	.	.	0.4%	i	0.3	?	.	.
COc1ccc(NC(=O)CN2C(=O)NC(C)(C3CC3)C2=O)cc1S(=O)(=O)N1CCOCC1 (stereo unspecified)	.	.	i	35.6	-1.5%	.	.	.	i	0.2	-0.4%	.	.
CCCN(CC(=O)Nc1ccccc1OC)C(=O)c1cc(-c2cccs2)nn1-c1ccccc1	4.0%	.	i	5.7	8.0%	.	.	3.9%	i	0.5	8.1%	.	.
CN(NC(=O)c1ccccc1F)c1ncccc1[N+](=O)[O-]	10.8%	0.1%	i	47.0	9.3%	0.2	1334	-2.8%	i	1.1	3.2%	.	.
O=C(COC(=O)c1cc(-c2cccs2)nc2ccccc12)NC1CCS(=O)(=O)C1 (stereo unspecified)	26.9%	0.1%	i	32.9	-4.9%	-3.9	570	2.4%	i	0.1	4.5%	6.7	-8.1
COc1ccc(C(=O)NC(CO)c2nnc(SCc3ccc(Cl)c(Cl)c3)n2C)cc1 (stereo unspecified)	2.5%	0.2%	i	21.0	5.1%	2.6	1274	6.7%	i	4.2	4.0%	-3.8	-11.7

Compounds as they come. Share with any hit: about 3.6%.
